C2C12 statin = suppressors of statin myotoxicity in C2C12 myotubes, primary screen, cell-based, single point, plate reader; C2C12 myotubes + simvastatin, ATP luminescence, 48 h; scaled: DMSO 0, geranylgeraniol control 100; rescue of ATP level, % at 7.49 µM; actives 0.78% (n = 330,000); AID 602340, 2012;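 active = mean ATP rescue above about 67%, or every replicate alone reaching that limit, limit read from the data, passing the limit was not always enough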;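 also: myotubes were challenged with 10 µM simvastatin during compound exposure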
esBAF inh = Bmi1 luciferase reporter increase in mESCs, primary screen, esBAF inhibitor project, mouse ES cells, Bmi1 luciferase knock-in, single point. 24 h; 100% = twice the neutral-well signal. reporter increase, % at 12.5 µM. actives 2% (n = 350,000); in the data active = activation above about 40%;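 also: 0% = median of the plate's neutral control wells and 100% = double that signal; a rise in the Bmi1 reporter signal indicates esBAF inhibition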
ERp5 inh = inhibitors of ERp5-driven insulin aggregation, primary screen, biochemical, turbidity, absorbance 650 nm, single point. 90 min. Protein disulfide-isomerase A6 (Homo sapiens), Q15084. actives 0.05% (n = 350,000). inhibition, % at 9.99 µM;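 active = mean replicate inhibition above about 25%, with every replicate also reaching it, limit read from the data, passing the limit was not always enough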
Target sequence (Q15084 whole entry, looked up): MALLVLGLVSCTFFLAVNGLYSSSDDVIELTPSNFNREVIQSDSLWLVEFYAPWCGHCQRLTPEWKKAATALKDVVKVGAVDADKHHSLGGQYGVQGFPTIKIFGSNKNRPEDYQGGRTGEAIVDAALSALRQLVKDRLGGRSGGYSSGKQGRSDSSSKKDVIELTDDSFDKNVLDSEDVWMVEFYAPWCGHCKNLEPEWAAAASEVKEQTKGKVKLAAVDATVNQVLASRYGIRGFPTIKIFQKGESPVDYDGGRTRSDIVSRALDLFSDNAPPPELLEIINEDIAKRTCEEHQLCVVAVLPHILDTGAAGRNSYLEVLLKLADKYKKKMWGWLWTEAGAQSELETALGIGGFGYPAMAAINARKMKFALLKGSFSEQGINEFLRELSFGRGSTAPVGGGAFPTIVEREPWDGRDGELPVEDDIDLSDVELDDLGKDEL
SIRT5 block = SIRT5 desuccinylase inhibitors, primary screen, biochemical, fluorescence imaging, single point, set 5; NAD-dependent protein deacylase sirtuin-5, mitochondrial (Homo sapiens), Q9NXA8; Purified SirT5, succinyl-peptide AMC, trypsin-coupled fluorescence; inhibition, % at 15 µM; actives 1.1% (n = 330,000); AID 652115, 2013; in the data active = inhibition above about 15%
Target sequence (Q9NXA8 whole entry, looked up): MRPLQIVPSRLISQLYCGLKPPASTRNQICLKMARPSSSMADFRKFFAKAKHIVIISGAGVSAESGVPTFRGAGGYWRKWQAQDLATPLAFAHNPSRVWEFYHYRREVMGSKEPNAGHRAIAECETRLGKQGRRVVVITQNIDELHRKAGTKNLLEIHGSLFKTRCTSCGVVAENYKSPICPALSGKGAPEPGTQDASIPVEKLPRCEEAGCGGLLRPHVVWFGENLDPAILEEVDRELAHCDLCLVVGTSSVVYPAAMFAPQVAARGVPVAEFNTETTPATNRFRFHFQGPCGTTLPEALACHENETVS
Cneo AK release = Cryptococcus neoformans cell lysis inducers, primary screen, AK release luminescence, single concentration; C. neoformans lysis, adenylate kinase release luminescence, 4 h; normalised: neutral wells 0, clomiphene wells 100; lysis activity, % at 15 µM; actives 0.2% (n = 360,000); AID 651654, 2012;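 active = mean lysis activity across replicates of at least 80%, whatever share of replicates individually reach that level; inactive = mean lysis activity below 80%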
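Material: C. neoformans cells; Schedule: 4 h static compound exposure, 37 °C, read 1 h post-reagent; Measured by: adenylate kinase release luminescence; Read-out: signal increase indicating cell lysis; Controls: Clomiphene as positive lysis control.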
miR122 inh = miR-122 Renilla sensor signal increase in Huh7, primary screen, miR-122 inhibitor project, cell-based, single point, plate reader. Huh7 miR-122 Renilla luciferase sensor, 48 h; neutral wells = 0, positive control = 100. activation (reporter increase), % at 12.5 µM. actives 0.3% (n = 340,000). AID 602342, 2012;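 active = mean replicate activation score at least 90 and every replicate individually at or above 90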;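 also: higher luciferase means less miR-122 activity so hits act as miR-122 inhibitors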
ARNT-TACC3 inh = disruptors of ARNT/TACC3 protein interaction, primary screen, biochemical, AlphaScreen, single concentration; Transforming acidic coiled-coil-containing protein 3 (Homo sapiens), Q9Y6A5; AlphaScreen His-ARNT PAS-B/GST-TACC3 binding, luminescence; TACC3 fragment carries E629A point mutation; inhibition, % at 9.99 µM; actives 0.66% (n = 390,000); AID 623870, 2012;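 active = mean inhibition of replicates at least 50% and at least half of replicates each reaching 50%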;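 also: 0% = complete ARNT plus TACC3 wells and 100% = ARNT alone without TACC3; many hits fall short of the cut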
Starred values were filed as active, the others as inactive; . = not tested or not shown; & = joins results of further samples; [ ] = dose if it differs, or a comment.

SMILES	C2C12 statin	esBAF inh	ERp5 inh	SIRT5 block	Cneo AK release	miR122 inh	ARNT-TACC3 inh
COCCN(C(=O)CSc1nnc(-c2ccccc2F)n1N)c1c(N)n(Cc2ccccc2)c(=O)[nH]c1=O	-4.4	-1.1	4.4	-6.5	-4.4	.	18.1
CS(=O)(=O)c1ccc(NC(=O)CCN2C(=O)NC3(CCCC3)C2=O)cc1	4.8	-2.4	2.5	-2.4	-0.6	-0.8	13.1
Cc1csc(=Nc2c(C)n(C)n(-c3ccccc3)c2=O)n1Cc1ccccc1	6.3&1.5	-4.0&3.9	3.6	.	8.6&-1.0	-4.7&-1.2	2.3&2.9
CC(=O)Nc1cccc(NC(=O)c2ccccc2OCc2ccccc2)c1	6.3	6.5	2.4	-2.0	0.1	1.1	-6.1
CC(C)CN1C(=O)C(=O)N(CC(=O)Nc2cccc(Cl)c2Cl)C1=O	2.8	0.2	-0.4	-2.1	-0.7	6.5	-1.4
N=C1CCCN1CC(=O)c1cccs1	.	.	2.5	-1.7	.	.	-7.1
COC(Cc1n[nH]c(=S)n1-c1ccccc1)OC	10.7	-3.8	.	.	0.1	3.2	18.4
COc1ccc(C2=NOC(C(=O)O)C2)cc1 (configuration not stated)	-1.1	3.9	7.3	.	-1.6	-0.7	-4.9
O=C1NC(=S)N/C1=C\c1ccccc1OCc1ccc(C(=O)O)cc1	0.2	-7.5	2.4	-4.8	3.7	-5.2	-3.7
O=C(NNCC(O)COc1ccccc1)c1ccccc1 (configuration not stated)	2.0	-5.1	3.0	-0.7	-0.7	9.9	.
COCCOC(=O)c1c(C)nc(SCC(=O)Nc2cccc3ccccc23)c(C#N)c1-c1ccco1	5.7	-2.5	.	.	1.0	-5.9	-1.9
O=C(/C=C/c1ccc(F)cc1)Nc1ccc(S(=O)(=O)N2CCOCC2)cc1	-12.1	2.3	-4.3	-3.4	-3.8	16.1	-6.2
Cc1cc(C)nc(Nc2ccc(C)c([N+](=O)[O-])c2)n1	-11.9	49.2*	4.7	-0.6	0.8	3.8	1.6
CCOc1ccc(Nc2nc(NCC3CCCO3)c3ccccc3n2)cc1 (configuration not stated)	.	.	-4.2	-5.5	.	.	18.3
O=C(c1ccccc1)c1ccccc1C(=O)N1CCN(C(=O)c2ccccc2)CC1	.	.	-1.8	2.4	.	-8.8	.
O=C(C[C@@H]1C=C[C@H](NC(=O)Nc2cc(F)ccc2F)[C@@H](CO)O1)Nc1ccc(-c2ccccc2)cc1	4.2	-2.2	.	-0.6	0.0	.	-17.2
CCc1nc(-c2ccc(-c3ccc(OC)cc3)nc2OC)no1	-24.2	10.1	.	.	-1.3	2.1	-7.0
COc1ccccc1NS(=O)(=O)c1cccc(C(=O)N/N=C/c2ccccc2OCC(=O)O)c1	0.4	-3.6	-1.1	-7.1	0.5	-2.5	5.8
CNC(=O)C1(C)CCN1C(=O)c1ccccc1CCc1ccccc1 (configuration not stated)	0.2	10.7	3.4	.	0.9	-1.3	.
N#C/C(=C\c1ccc([N+](=O)[O-])o1)C(=O)Nc1ccc(F)cc1	.	.	3.6	5.2	.	.	13.7
CC(=O)N1CCN(S(=O)(=O)c2cccc(C(=O)N(Cc3ccccc3)c3cccc(C)c3)c2)CC1	42.2	-3.5	-1.3	-1.9	4.2	35.4	3.9
O=C(C[C@@H]1C=C[C@H](NC(=O)Nc2ccc3c(c2)OCO3)[C@@H](CO)O1)NCc1ccc(Cl)cc1	7.2	0.2	8.2	0.6	11.2	.	1.5
COc1cccc(NC(=O)Nc2ccc3c(c2)C(=O)N(C)[C@H]2CC[C@@H](CC(=O)NCCc4ccccc4)O[C@@H]2CO3)c1	-18.2	5.8	.	.	-10.0	.	-4.7
CC(NC(=O)c1ccccc1)c1ccc(F)cc1 (configuration not stated)	.	.	-1.1	-0.5	.	.	-1.4
O=C1c2cccc3c([N+](=O)[O-])ccc(c23)C(=O)N1O	-0.5	-9.3	-5.7	5.0	1.8	.	17.5
C[C@@H]1CN([C@H](C)CO)S(=O)(=O)c2ccc(/C=C/c3ccccc3)cc2O[C@H]1CN(C)C(=O)c1ccncc1	-9.9	1.1	3.6	3.7	-2.5	-3.5[16.7 µM]	5.2
C[C@H](CO)N1C[C@H](C)[C@H](CN(C)CC2CCCCC2)Oc2ccc(NC(=O)Cc3ccccc3)cc2CC1=O	21.3	-0.1	7.7	-0.1	-12.6	1.1[16.7 µM]	6.9
O=S(=O)(Cc1ccccc1)NCC[C@@H]1CC[C@H](NS(=O)(=O)c2ccccc2)[C@@H](CO)O1	-1.1	1.0	4.8	-2.2	-0.7	.	4.7
O=C(C[C@@H]1CC[C@@H](NC(=O)C2CCC2)[C@H](CO)O1)NCc1ccncc1	-2.3	1.8	-4.7	-2.1	-0.4	.	0.1
COc1cc(/C=N/NC(=Nc2ccc(C)cc2)c2nc3ccccc3s2)ccc1O	10.2	-76.7	.	.	-4.5	.	-3.4
CCN(C1=NS(=O)(=O)c2ccccc21)N(CC)S(=O)(=O)c1ccc(C)cc1	5.1	-4.8	2.1	-1.4	-1.2	-1.4	.
Oc1ccccc1N=Cc1c(O)ccc2ccccc12	40.3	-3.8	0.7	23.1*	1.6	4.5	-3.3
Cc1ccc(NC(=O)C2(C)CCN2C(=O)c2ccccc2CCc2ccccc2)cc1C (configuration not stated)	3.7	-1.1	0.2	.	-2.1	-3.6	.
c1csc(-c2nc(-c3ccncc3)no2)c1	59.1	19.2	-0.7	1.7	0.0	-0.8	-4.7
COc1ccc(C(=O)c2c[nH]c(C(=O)N=CN(C)C)c2)cc1	.	.	-4.2	-1.5	.	.	-1.1
C[C@H]1CCC[C@]2(O[C@H](CCO)C[C@H](O)[C@H]2O)O1	.	.	3.8	-3.3	0.3	1.6	2.6
Cc1cnn(-c2cc(Oc3ccccc3)ncn2)c1	2.9	64.6*	.	.	2.1	-8.2	-0.3
NS(=O)(=O)c1ccc(CCNC(=S)Nc2ccc(F)cc2)cc1	0.0	1.4	-2.6	-2.8	-0.5	2.0	-6.4
COC(=O)c1c(NC(=O)CC2SC(N)=NC2=O)sc2c1CCC(C(C)(C)C)C2 (configuration not stated)	.	.	2.7	-6.0	.	.	3.6
Cn1c(NCCCN2CCOCC2)nc2c1c(=O)n(Cc1ccc(Cl)c(Cl)c1)c(=O)n2C	-15.7	-2.4	.	.	-4.3	8.3	7.0
COCC(=O)N(C)C[C@H]1Oc2ncc(-c3ccc(C#N)cc3)cc2C(=O)N([C@@H](C)CO)C[C@@H]1C	11.4	2.7	0.8	-8.6	-6.6	0.9[16.7 µM]	-10.8
C[C@@H]1CN([C@H](C)CO)C(=O)c2cc(NC(=O)CCCN(C)C)ccc2O[C@@H]1CN(C)C(=O)Nc1cccc2ccccc12	1.8	5.0	-1.4	0.3	0.0	2.2[16.7 µM]	-5.6
O=S1(=O)CC(N2CC=CC2)CN1Cc1ccccc1 (configuration not stated)	2.2	-5.5	4.7	3.0	1.6	-3.9	.
C=CC[C@H](CC(=O)OC(C)(C)C)C(=O)OC[C@H]1CCCN1C(=O)[C@H](CC=C)CC(=O)N(CCO)Cc1ccccc1	20.7	7.2	8.1	7.7	8.1	-11.6	-0.7
Cc1ccc([C@@H]2[C@@H]3C(=O)N(c4ccccc4)C(=O)[C@@H]3[C@]3(Cc4ccccc4)C(=O)N(CC4CC4)CC(=O)N23)o1	4.0	-6.9	5.1	.	4.4	1.0	-1.0
N#Cc1c(N)sc2c1CCCCCC2	-4.6	0.5	.	.	.	6.9	1.7
Cc1cc([N+](=O)[O-])c2[nH]c(C(=O)N/N=C/c3ccccc3C(=O)O)c(-c3ccccc3)c2c1	6.8	1.4	.	.	16.1	1.4	3.7
COc1cccc(-c2ccc3c(c2)[C@H]2[C@H](CCN2C(=O)Nc2ccccc2OC)[C@H](CO)N3C)c1	41.3	19.3	-3.3	0.7	2.2	-10.9[16.7 µM]	-0.3

Sorted by length of the SMILES (rising): 3 of the compounds above
SMILES	C2C12 statin	esBAF inh	ERp5 inh	SIRT5 block	Cneo AK release	miR122 inh	ARNT-TACC3 inh
COc1cccc(-c2ccc3c(c2)[C@H]2[C@H](CCN2C(=O)Nc2ccccc2OC)[C@H](CO)N3C)c1	41.3	19.3	-3.3	0.7	2.2	-10.9[16.7 µM]	-0.3
C=CC[C@H](CC(=O)OC(C)(C)C)C(=O)OC[C@H]1CCCN1C(=O)[C@H](CC=C)CC(=O)N(CCO)Cc1ccccc1	20.7	7.2	8.1	7.7	8.1	-11.6	-0.7
C[C@@H]1CN([C@H](C)CO)C(=O)c2cc(NC(=O)CCCN(C)C)ccc2O[C@@H]1CN(C)C(=O)Nc1cccc2ccccc12	1.8	5.0	-1.4	0.3	0.0	2.2[16.7 µM]	-5.6

Next structures.
SMILES	C2C12 statin	esBAF inh	ERp5 inh	SIRT5 block	Cneo AK release	miR122 inh	ARNT-TACC3 inh
C[C@@H]1CN([C@H](C)CO)S(=O)(=O)c2ccc(C#Cc3ccncc3)cc2O[C@H]1CN(C)S(=O)(=O)c1ccccc1	-88.2	-2.4	14.4	5.4	0.5	6.5[16.7 µM]	11.4
Cc1ccc(S(=O)(=O)c2nc(S(C)(=O)=O)sc2N2CCC3(CC2)OCCO3)cc1	.	.	8.1	-0.3	1.2	-7.7	-1.9
CCC(=O)N1[C@H](CO)[C@@H](c2ccccc2)[C@@H]1CN(C)C(=O)c1cccc(F)c1	-0.6	3.2	-3.5	5.4	0.6	-21.4[16.7 µM]	-2.4
Fc1ccc2[nH]c3c(N4CCSCC4)ncnc3c2c1	-72.3	-51.6	.	.	-2.0	4.7	0.2
Cc1sc(Nc2ccc([N+](=O)[O-])cc2)nc1-c1c(C)n(C)n(-c2ccccc2)c1=O	-1.0	-14.3	.	.	-2.7	1.3	2.4
Cc1ccsc1C(=O)Nc1ccc(OCc2ccccc2)cc1	-31.1	54.3*	4.9	1.8	-0.5	0.2	-2.1
C[C@@H]1CN([C@H](C)CO)C(=O)c2cccc(NC(=O)C3CC3)c2O[C@H]1CN(C)Cc1ccc(C(F)(F)F)cc1	37.6	-8.5	1.5	1.8	10.7	106.4*[16.7 µM]	-9.0
CC(=O)NCc1c(Cl)cccc1-n1cccc1	6.4	-4.5	-0.7	-3.6	.	11.5	-2.4
Cc1ccc(S(=O)(=O)N2CCCCC2)cc1NC(=O)COC(=O)c1ccc2c(c1)OCO2	-1.5	-2.1	-3.6	.	-0.8	-2.3	-0.7
COc1ccc(CN2CCC(=O)N([C@H](CO)c3ccccc3)CC2)cc1	2.2	-0.1	-2.1	-4.6	0.9	0.5	-5.8
O=C(N/N=C/c1cc(Cl)cc([N+](=O)[O-])c1O)C(O)(c1ccccc1)c1ccccc1	1.1	-2.1	0.4	4.5	-1.4	-11.7	13.7
O=C(N[C@H]1CC[C@H](CCn2cc(-c3cccnc3)nn2)O[C@H]1CO)c1ccccc1F	12.2	-1.0	-4.0	-4.5	30.5	-7.4[16.7 µM]	-8.6
NS(=O)(=O)c1ccc(CCNc2ccn3nc(-c4ccccc4)cc3n2)cc1	-21.9	29.0	-10.7	0.8	-12.7	.	.
CC(C)c1cc(C(=O)NNC(=S)NC2CCCCC2)cs1	1.3	18.2	2.7	-0.2	11.5	45.3	6.5
COc1cccc(S(=O)(=O)N(C)C[C@@H]2OCc3ccccc3-c3ccccc3C(=O)N([C@@H](C)CO)C[C@H]2C)c1	.	-1.7	0.5	1.3	-0.3	.	13.0

Not a hit list (roughly 4% active in at least one column).
